ER stress surv – ER stress cell death inhibition | CSM14.1 thapsigargin ER stress survival, ATP luminescence | relative survival (cellular ATP), % at 15 µg/mL (by protocol) | actives 0.33% (n = 48,000) | AID 1010;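 active means survival measured by cellular ATP above 50% at 15 µg/ml in the first screen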;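 further: cell death triggered by about 15 µM thapsigargin; ATP read 24 h after thapsigargin was added; plate controls were thapsigargin with DMSO for no effect and DMSO without thapsigargin for full effect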
Numbers without * were called inactive.

Start of the listing, in advance, 6 compounds:
SMILES	ER stress surv
COc1ccc2ccccc2c1/C=N/NC(=O)c1cccc(Cl)c1	7
COc1ccc(N2CC(C(=O)N/N=C/c3ccc(F)cc3)CC2=O)cc1 (stereo unspecified)	2
O=c1oc(-c2sc3ccccc3c2Cl)nc2ccccc12	-4
CCOc1ccc(NC(=O)C2=C(C)NC(=O)NC2c2ccc(O)c(OC)c2)cc1 (stereo unspecified)	-2
CN(C)/C=C/C=C/C=C1\CCC/C(=C\C=C\N(C)C)C1=O	3
COC(C)(C)CNS(=O)(=O)c1ccc(C)cc1	19

Results, from the start:
SMILES	ER stress surv
COc1ccc2ccccc2c1/C=N/NC(=O)c1cccc(Cl)c1	7
COc1ccc(N2CC(C(=O)N/N=C/c3ccc(F)cc3)CC2=O)cc1 (stereo unspecified)	2
O=c1oc(-c2sc3ccccc3c2Cl)nc2ccccc12	-4
CCOc1ccc(NC(=O)C2=C(C)NC(=O)NC2c2ccc(O)c(OC)c2)cc1 (stereo unspecified)	-2
CN(C)/C=C/C=C/C=C1\CCC/C(=C\C=C\N(C)C)C1=O	3
COC(C)(C)CNS(=O)(=O)c1ccc(C)cc1	19
COc1ccc(/C=C/C(=O)c2c(C)nc3ccc(Cl)cc3c2-c2ccccc2)cc1OC	4
O=C1C(Cl)=C(c2ccc(Cl)cc2)C(=O)N1c1ccc([N+](=O)[O-])cc1	1
COC(=O)c1cc(NC(=O)C(C)Oc2ccc(Cl)cc2C)cc(C(=O)OC)c1 (stereo unspecified)	2
CCN(CC)CC(O)Cn1c2c(c3cc(C)ccc31)CCCC2=O (stereo unspecified)	-6
CCOC(=O)c1cnn2c1NC1=C(CCc3ccccc31)C2C(F)(F)F (stereo unspecified)	2
CCOc1cc(C(=O)Nc2ccc(O)c(-c3nc4ccccc4s3)c2)cc(OCC)c1OCC	2
CCOC(=O)c1sc(N/N=C/c2ccccc2O)nc1C	-3
Clc1ccc(COCc2nc3ccccc3n2Cc2ccc(Cl)cc2)cc1	-1
Cc1ccc2oc(-c3ccc(Cl)c(NC(=O)c4ccc([N+](=O)[O-])o4)c3)nc2c1	14
O=C(CSc1ccncc1)OCc1ccc([N+](=O)[O-])cc1	7
COc1cc(/C=N/Nc2ccc([N+](=O)[O-])cc2)ccc1OC(C)=O	0
CCC(CC)C(=O)N1c2ccc(F)cc2CCC1C (stereo unspecified)	-2
COc1ccc(CCN=CC2=C(O)CC(c3ccccc3)CC2=O)cc1OC (stereo unspecified)	8
O=C1S/C(=C\c2cccs2)C(=O)N1c1ccccc1	8
O=c1oc(-c2ccccc2Cl)nc2c1cnn2-c1ccccc1	6
O=C1c2ccccc2-n2c1cc(C=Nc1ccc(Cl)cc1)c2O	4
CCn1c(=O)c(-c2nc3ccccc3[nH]2)c(O)c2ccccc21	-8
COc1cccc(C(=O)N2CCN(C(=O)c3cccc(Cl)c3)CC2)c1	1
COc1ccc(OC)c(/C=C2/C=C(c3cccc4ccccc34)OC2=O)c1	2
CCOC(=O)C1=C(C)N=c2s/c(=C\c3ccc([N+](=O)[O-])cc3)c(=O)n2C1c1ccccc1 (stereo unspecified)	14
COc1ccccc1-n1cnc2cc(NC(C)=O)ccc21	-1
COc1ccc(CCN(C(=O)CCC(=O)O)C2CC(=O)N(c3cccc(Cl)c3)C2=O)cc1 (stereo unspecified)	9
O=C(NN1C(=O)c2ccc(C(=O)c3ccc4c(c3)C(=O)N(NC(=O)c3ccncc3)C4=O)cc2C1=O)c1ccncc1	7
CCOC(=O)/C(C#N)=C/c1ccc(OCc2c(C)no[n+]2[O-])cc1	14
CCc1cc2c(C)cc(=O)oc2cc1OC(=O)c1ccccc1	2
COc1ccc(CCNC(=O)C(=O)Nc2cccc(C(F)(F)F)c2)cc1	8
CCOc1ccc(S(=O)(=O)N(CC(=O)NC)c2ccc(C)cc2)cc1	6
O=C(c1ccc(-c2ccccc2)cc1)N1CCN(Cc2ccncc2)CC1	5
CCOc1ccc(/C=N\NC(=O)C2CC(=O)N(c3ccc(Br)cc3)C2)cc1 (stereo unspecified)	2
COc1ccc(Br)cc1CN1CCN(Cc2ccncc2)CC1	-3
Cc1cc(Cl)ccc1OCC(=O)Nc1nc2ccccc2s1	1
COc1ccccc1N1CCN(C(=O)C2CCCO2)CC1 (stereo unspecified)	9
CCOC(=O)c1c(NC(=O)c2cc3ccccc3o2)sc2c1CCC(C)C2 (stereo unspecified)	6
O=C(COc1ccccc1[N+](=O)[O-])Nc1ccc2oc(-c3ccc(Br)cc3)nc2c1	4
CCOC(=O)C(CCCOc1ccccc1)C(=O)OCC	6
O=C(O)c1ccc(CSc2nc3ccc(N4C(=O)C5CCCCC5C4=O)cc3s2)cc1 (stereo unspecified)	4
CN(C)c1ccc(/C=N/NC(=O)CNC(=O)c2ccc(F)cc2)cc1	3
COc1ccc(OC)c(N(CC(=O)Nc2ccc(C)cc2)S(C)(=O)=O)c1	-1
CCC(=NNC(=O)Nc1c(C)cccc1C)c1ccc(O)cc1	27
COc1ccc(-c2cc(-c3ccccc3)nc(N/N=C/c3ccc(O)cc3O)n2)cc1OC	-28
CCOC(=O)c1ccc(-c2ccc(C(=O)Nc3cccc(-c4nc5ncccc5o4)c3C)o2)cc1	10
C=CCN1C(=O)/C(=C\c2ccc(N(C)C)cc2)SC1=Nc1ccccc1	7
COc1ccc2c(c1)C(=O)N(c1ccc(C)cc1C)C(=O)/C2=C/N1CCOCC1	1
CCOc1ccc(C(=O)Nc2ccc(N(CC)CC)cc2)cc1[N+](=O)[O-]	4
COc1ccc(S(=O)(=O)n2cnc3cc(C)c(C)cc32)cc1	3
FC(F)(F)c1ccc(N/N=C/c2ccc3c(c2)OCO3)nc1	1
CC1(C)CC(NC(=O)COc2ccccc2Cl)CC(C)(C)N1	2
N#C/C(=C/c1ccc(Sc2ccccc2)o1)C(=O)Nc1ccc(F)cc1	-1
O=C1NC(=O)/C(=C/c2ccc(OC(=O)c3ccccc3I)cc2)S1	1
CC(=O)c1cccc(NC(=O)/C(=C\c2ccco2)NC(=O)c2cccs2)c1	-2
Cc1ccc(N2C(=O)NC(=O)/C(=C/c3cccc(OCC(=O)O)c3)C2=O)cc1	6
COc1ccccc1CNC(=O)c1ccc([N+](=O)[O-])o1	-36
CCOC(=O)c1c(Cl)cc(Cl)c(NC(C)=O)c1[N+](=O)[O-]	-2
CCOC(=O)C(CCCCOc1ccc(Cl)cc1)C(=O)OCC	4

Ordered by molecular weight (smallest number first): some entries from above
SMILES	ER stress surv
CN(C)c1ccc(/C=N/NC(=O)CNC(=O)c2ccc(F)cc2)cc1	3
COc1ccc2c(c1)C(=O)N(c1ccc(C)cc1C)C(=O)/C2=C/N1CCOCC1	1
O=C1NC(=O)/C(=C/c2ccc(OC(=O)c3ccccc3I)cc2)S1	1

Next compounds.
SMILES	ER stress surv
Nc1ccc(Nc2ccncc2[N+](=O)[O-])cc1	-4
C=CCNC(=S)NC(=O)/C=C/c1ccco1	2
O=C(COC(=O)c1ccccc1Nc1ccccc1)c1cccc([N+](=O)[O-])c1	15
COc1ccc(N2CC(C(=O)N/N=C/c3cc([N+](=O)[O-])ccc3O)CC2=O)cc1 (stereo unspecified)	-2
COc1ccc(N2C(=O)CC(SC(=NCc3ccc(Cl)cc3)Nc3ccccc3)C2=O)cc1 (stereo unspecified)	4
O=C(COc1ccccc1Cl)NCc1ccco1	10
COc1ccc(C2Nc3ccccc3C(=O)N2Cc2ccco2)cc1COc1c(C)cccc1C (stereo unspecified)	11
CN(C)c1ccc(/C=C(\C#N)C(=O)NCC2CCCO2)cc1 (stereo unspecified)	8
COc1ccc(-c2nn(-c3ccccc3)c(N)c2-c2ccccc2)cc1OC	11
COc1cc(/C=N/n2cnnc2)cc(Cl)c1OCCOc1ccc(C(C)(C)C)cc1	3
Cc1ccc(N=Cc2c(C(F)(F)F)[nH]n(-c3ccccc3)c2=O)cc1	2
COc1ccc(C(=O)Nc2ccc(S(=O)(=O)N3CCCC3)cc2)cc1	4
OC(COc1ccc(Cl)cc1)CN1CCCCC1 (stereo unspecified)	-3
COc1ccc(Cl)cc1C(=O)NN=C1CCN(C)CC1	0
O=[N+]([O-])c1ccc(-n2ncnc2-c2ccccc2)cc1	-4
Cn1c(/C=C/c2c[nH]c3ccccc23)nc2ccccc2c1=O	-2
O=C1C(Cc2ccc(O)cc2)NC(=S)N1c1ccccc1 (stereo unspecified)	12
Cc1ccc(NCC(=O)N/N=C\c2ccc(-c3ccc(Cl)cc3)o2)cc1	-1
CCSc1nnc(NC(=O)C(CC)CC)s1	3
O=S(=O)(c1ccc2c(c1)C(=NO)c1cc(S(=O)(=O)N3CCCC3)ccc1-2)N1CCCC1	0
COc1ccc(N2C(=O)NC(=O)/C(=C/c3ccc(-c4ccc([N+](=O)[O-])cc4)o3)C2=O)cc1	9
O=C(NC(=S)Nc1ccc2oc(-c3ccccc3Br)nc2c1)c1ccco1	6
Cc1ccc2[nH]c(SCc3ccccc3F)nc2c1C	-2
COc1ccc(CCNC2CC(=O)N(c3ccc(F)cc3)C2=O)cc1 (stereo unspecified)	-2
Cc1ccccc1C(=O)Nc1sc2c(c1C(=O)N1CCCC1)CCCCC2	3
O=C(/C=C\c1ccc([N+](=O)[O-])cc1)Nc1ccc(N2CCOCC2)cc1	14
Cc1ccc(S(=O)(=O)n2cc(/C=C3\SC(N)=NC3=O)c3ccccc32)cc1	3
O=C(COc1ccc(Br)cc1)NNC(=O)c1ccco1	24
COc1ccc(/C=C2/SC(=S)NC2=O)cc1OCc1ccc(Cl)cc1	2
O=C(Nc1ccncc1)c1cc2nc(-c3cccs3)cc(C(F)(F)F)n2n1	7
COc1cc(C(=O)NCc2ccco2)c([N+](=O)[O-])cc1OC	7
O=C(c1cccs1)N1CCN(c2cccc(Cl)c2)CC1	-1
C=CCc1cccc(C2Nc3ccccc3C(=O)N2O)c1O (stereo unspecified)	1
CC(=O)Oc1cccc(C(=O)Nc2ccc(-c3nc4ccccc4o3)cc2)c1	5
Cc1cccc(NC(=O)c2ccncc2)c1	3
O=C(CCC(=O)N/N=C/c1ccc(O)cc1)N/N=C\c1ccc(O)cc1	-3
C=C(C)Cn1c(-c2ccccc2Br)n[nH]c1=S	10
CC(=O)CCc1c(C)[nH]c2ccc(Br)cc2c1=S	-6
O=[N+]([O-])c1cc(C2Nc3cccc4cccc(c34)N2)ccc1Cl	-4
Oc1ccc(O)c([S+]2CCCC2)c1	-5

Molecules from the list above that have a COOH group, in the order listed:
SMILES	ER stress surv
COc1ccc(CCN(C(=O)CCC(=O)O)C2CC(=O)N(c3cccc(Cl)c3)C2=O)cc1 (stereo unspecified)	9
O=C(O)c1ccc(CSc2nc3ccc(N4C(=O)C5CCCCC5C4=O)cc3s2)cc1 (stereo unspecified)	4
Cc1ccc(N2C(=O)NC(=O)/C(=C/c3cccc(OCC(=O)O)c3)C2=O)cc1	6

7 neighbouring compounds from above, quoted:
SMILES	ER stress surv
CC(=O)Oc1cccc(C(=O)Nc2ccc(-c3nc4ccccc4o3)cc2)c1	5
Cc1cccc(NC(=O)c2ccncc2)c1	3
O=C(CCC(=O)N/N=C/c1ccc(O)cc1)N/N=C\c1ccc(O)cc1	-3
C=C(C)Cn1c(-c2ccccc2Br)n[nH]c1=S	10
CC(=O)CCc1c(C)[nH]c2ccc(Br)cc2c1=S	-6
O=[N+]([O-])c1cc(C2Nc3cccc4cccc(c34)N2)ccc1Cl	-4
Oc1ccc(O)c([S+]2CCCC2)c1	-5

Additional compounds follow:
SMILES	ER stress surv
COc1ccc(NC(=O)C2=C(C)NC(=O)NC2c2ccc(OC)cc2OC)cc1 (stereo unspecified)	7
Cc1nc2ccccn2c1C(=O)NCc1ccc(Cl)cc1	11
COc1cc(C=C2C(=O)NC(=O)NC2=O)cc(Br)c1OCc1ccccc1	8
O=C(O)c1cc(-c2ccc(/C=N/n3cnnc3)o2)ccc1O	-2
O=C(CN1C(=O)c2ccccc2C1=O)Nc1ccc(O)cc1C(=O)O	11
CC(=O)N/N=C/c1cc(C)n(-c2ccc(Cl)cc2Cl)c1C	-5
COc1ccc(/C=C2/SC(=S)N(CCCC(=O)OCCN(C)C)C2=O)cc1	-9
CCN(CC)c1ccc(N2C(=O)/C(=C/c3ccc(C)cc3)SC2=S)cc1	0
Cc1c(NC(=O)c2cccs2)cccc1-c1nc2ncccc2o1	-6
CCCC1=NN(C(=O)Cc2ccc(OC)c(OC)c2)C(O)(C(F)(F)F)C1 (stereo unspecified)	0
COC(=O)c1ccc(Oc2ccc(/C=C3/SC(=S)N(C)C3=O)cc2OC)c([N+](=O)[O-])c1	10
O=C1CSC2(C(=O)Nc3ccccc32)N1c1cccc(C(F)(F)F)c1 (stereo unspecified)	-4
COc1ccc(CN2CCN(C(=O)c3ccc(-c4ccccc4)cc3)CC2)cc1OC	-6
COc1ccc(OCCNS(=O)(=O)c2ccccc2)cc1	-8
Nc1c(C(=O)c2ccccc2)sc2nccc(NCc3ccccc3)c12	4
CCCSc1nnc2n(-c3ccc(OC)cc3)c(=O)c3c4c(sc3n12)CCCC4	10
COC(=O)c1ccccc1NC(=O)COc1ccc(C)cc1	18
CCN(CC)c1ccc(C=Nc2ccccc2C(=O)Nc2ccccc2)c(O)c1	-4
CC(C)OC(=O)c1cc2n(n1)C(C(F)(F)F)CC(c1cccs1)N2 (stereo unspecified)	6
Cc1ccc2cccc(SCC(=O)Nc3ccc(Br)cc3)c2n1	-4
Cc1ccc(N2C(=O)/C(=C/c3ccccc3C)C(=O)NC2=S)cc1	3
O=C(Cc1ccc(F)cc1F)Nc1ccc(Br)cc1	14
Cc1ccc(CN2CCN(/N=C\c3cccc([N+](=O)[O-])c3)CC2)cc1	2
C=CCn1c(=O)[nH]c(=O)n(CC=C)c1=O	-5
Cc1ccccc1NC(=O)C(=O)NCCO	-2
O=c1/c(=C\c2ccc(OS(=O)(=O)c3cccc([N+](=O)[O-])c3)cc2)sc2nc3ccccc3n12	4
CCOc1ccc(NC(=S)NCc2ccco2)cc1	0
COc1cc(/C=N/NC(=O)CCC2C(=O)NN=C2C)ccc1O (stereo unspecified)	6
CCN(CC)CCCOc1cccc(OC)c1	13

Not all compounds are listed. The share of hits here may be higher or lower than overall.
